From PubChem
LAP4-GFP MLPCN = yeast TOR pathway LAP4-GFP modulation | 320,000 compounds, 0.34% hits | GFP response vs DMSO, % at 10 µM | AID 2023 | S. cerevisiae LAP4-GFP multiplex, flow cytometry GFP, 3 h; median GFP as percent of DMSO wells;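 active = GFP response vs DMSO above a set limit, about the screen mean plus 3 SD, cut at about 150% in these data; inconclusive = under 70 cell events counted for the yeast strain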
CR mimetic SO = yeast age-related superoxide inhibition as caloric restriction mimetic. 330,000 compounds, 0.18% hits. AID 2690. S. cerevisiae aged cells, superoxide DHE fluorescence; stronger effect = lower value. superoxide response (% of plate mean), % at 10 µM;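 active = superoxide response under a set limit, about three screen SD below normal, cut at about 65% in these data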;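 note: yeast aged for seven days with compound at 30 °C before DHE staining; 100% = average MFI of all compound-treated wells on the plate with controls excluded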
procasp3 activ = activators of human procaspase-3; recombinant procaspase-3 D3A, Ac-DEVD-pNA absorbance 405 nm; P42574; activation, % at 8.5 µM; 330,000 compounds, 0.11% hits; AID 463141;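 active = activation above the mean of all tested compounds plus 3 SD, cut at about 21% in these data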;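 note: 0% = DMSO alone and 100% = DMSO wells spiked with extra 5 µM PC-3 D3A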
Target sequence (P42574 whole entry D9A/D28A/D175A): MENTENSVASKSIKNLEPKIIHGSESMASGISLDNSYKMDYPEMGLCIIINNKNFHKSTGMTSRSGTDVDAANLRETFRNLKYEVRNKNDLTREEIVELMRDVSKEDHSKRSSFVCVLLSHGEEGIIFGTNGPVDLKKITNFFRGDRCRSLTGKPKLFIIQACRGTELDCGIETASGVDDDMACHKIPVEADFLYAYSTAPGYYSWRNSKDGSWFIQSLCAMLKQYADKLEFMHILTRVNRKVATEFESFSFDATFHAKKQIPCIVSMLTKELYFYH
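Evaluation: percent activation relative to control range; Material: Procaspase-3 D3A mutant, all three cleavage aspartates alanine; Compound: single dose, 8.5 µM nominal compound, 0.8% DMSO; Replication: one well per compound; Signal: absorbance at 405 nm, 0 and 120 min; Schedule: 1 h preincubation plus 2 h reaction at 25 °C.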
MEP2-GFP yeast = yeast TOR pathway MEP2-GFP modulation | S. cerevisiae MEP2-GFP strain, flow cytometry GFP, 3 h; 100% = DMSO control level | AID 2016 | GFP response vs DMSO, % at 10 µM | 330,000 compounds, 0.51% hits;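 active = GFP response versus DMSO above a set limit, roughly screen mean plus 3 SD, cut at about 180% in these data; inconclusive = fewer than 70 cells counted for a yeast strain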;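 note: median GFP fluorescence of the barcode-gated MEP2-GFP cells per well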
AHR act = human AHR activation | AHR-responsive luciferase reporter cells, luminescence | 320,000 compounds, 2.5% hits | activation, % at 5 µM | P35869; in the data active = activation above about 47%;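 note: 0% = vehicle wells and 100% = reference agonist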
RPL19A TOR yeast = yeast TOR pathway RPL19A-GFP modulation | S. cerevisiae RPL19A-GFP strain, flow cytometry, 3 h; stronger effect = lower value | percent response vs DMSO, % at 10 µM | 330,000 compounds, 0.3% hits;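 active = percent response vs DMSO below 50%; inconclusive = fewer than 70 events counted for the yeast strain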;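 note: median channel GFP fluorescence of the barcoded RPL19A-GFP strain; ratio of sample median GFP to plate DMSO average so 100% = DMSO; lower means less RPL19A-GFP as with rapamycin TOR inhibition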
GASC-1 inh = inhibitors of human GASC-1 (JMJD2C) demethylase; 330,000 compounds, 0.069% hits; inhibition, % at 2.35 µM; GST-JMJD2C(1-420) H3K9me3 demethylation, DELFIA europium; Q9H3R0;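 active = more than half of a compound's replicate wells show inhibition beyond 50%, single wells judged on their own value; inconclusive = some, but no more than half, of replicates pass 50% inhibition; inactive = no replicate passes 50% inhibition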;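 note: signal counts dimethyl H3K9 product captured on neutravidin plate; 0% = median of DMSO wells and 100% = 0.3 times that DMSO median; strong numbers were not always called active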
Target sequence (Q9H3R0 1-420 limits assumed): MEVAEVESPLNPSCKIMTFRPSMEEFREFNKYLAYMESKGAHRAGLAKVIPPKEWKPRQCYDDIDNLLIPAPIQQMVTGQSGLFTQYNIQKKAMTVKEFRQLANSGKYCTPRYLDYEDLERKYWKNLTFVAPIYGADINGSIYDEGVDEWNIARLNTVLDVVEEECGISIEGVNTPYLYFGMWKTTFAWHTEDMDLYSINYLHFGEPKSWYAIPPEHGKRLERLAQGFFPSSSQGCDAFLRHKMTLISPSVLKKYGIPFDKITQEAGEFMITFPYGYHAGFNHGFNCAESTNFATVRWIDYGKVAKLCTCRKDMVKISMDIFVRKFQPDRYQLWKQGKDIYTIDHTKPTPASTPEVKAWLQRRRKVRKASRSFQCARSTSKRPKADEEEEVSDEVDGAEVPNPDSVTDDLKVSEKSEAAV
procasp7 counter = activates human procaspase-7, counter-screen for procaspase-3 activators | P55210 | recombinant procaspase-7, Ac-DEVD-pNA absorbance 405 nm; D23A/D198A/D206A triple mutant, cannot self-cleave; scale: DMSO 0, 5 µM enzyme 100 | activation, % at 8.5 µM | 330,000 compounds, 0.093% hits | AID 463210;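 active = percent activation above the screen-wide mean plus 3 SD, cut at about 25% in these data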
Target sequence (P55210 whole entry D23A/D198A/D206A): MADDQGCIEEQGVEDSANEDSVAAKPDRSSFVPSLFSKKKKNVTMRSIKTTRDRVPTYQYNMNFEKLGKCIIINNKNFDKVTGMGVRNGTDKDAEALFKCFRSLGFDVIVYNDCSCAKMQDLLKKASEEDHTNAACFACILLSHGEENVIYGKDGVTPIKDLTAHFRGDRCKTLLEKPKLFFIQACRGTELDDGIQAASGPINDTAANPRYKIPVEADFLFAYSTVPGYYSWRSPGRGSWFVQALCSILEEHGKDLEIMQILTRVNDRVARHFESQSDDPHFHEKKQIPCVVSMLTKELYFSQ
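Assay system: Uncleavable procaspase-7 mutant enzyme / Input: 2 µM procaspase-7 mutant as dispensed / Dosing: single nominal 8.5 µM compound dose, 0.8% DMSO final / Timing: 1 h enzyme–compound preincubation and 2 h substrate reaction, both 25 °C / Detection: p-Nitroaniline absorbance at 405 nm, read at 0 and 120 min / Replication: singlicate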
* marks the source's active call; other numbers are inactive results; ? = inconclusive; / = not tested or not shown; & = joins results of further samples.

SMILES | LAP4-GFP MLPCN | CR mimetic SO | procasp3 activ | MEP2-GFP yeast | AHR act | RPL19A TOR yeast | GASC-1 inh | procasp7 counter
CC(C)(C)[C@@H]1CCC(=O)N(CC[C@H](N=[N+]=[N-])c2ccccc2)CC1 | 108 | 111 | 1 | 88 | 3 | 92 | 3 | 7
COc1ccc(S(=O)(=O)N2CC(C)N(S(=O)(=O)c3ccc(OC)cc3)CC2C)cc1 (stereo not drawn) | 105 | 104 | 4 | 105 | -1 | 103 | 4 | 8
C/C(=N\NC(=O)c1cc(C)nc2ccccc12)c1ccc([N+](=O)[O-])cc1 | 94 | 102 | -6 | 96 | 2 | 107 | -1 | 1
Nc1ccc(C(=O)c2ccc3c(c2)OCCO3)cc1N | 110 | 80 | -2 | 110 | 3 | 109 | -3 | 17
N#Cc1c(=O)c2nc(NCc3ccccc3)ncc2n2ccccc12 | 96 | 105 | -9 | 96 | 6 | 97 | 3 | -3
Cc1ccc(NC(=O)N2CCCCCC2)cc1C | 96 | 98 | 6 | 94 | 3 | 97 | -7 | 2
Nc1ccc(S(=O)(=O)NC2(C(F)(F)F)NC(=O)N(c3ccc(F)cc3)C2=O)cc1 (stereo not drawn) | 96 | 97 | 1 | 97 | -4 | 101 | 43 | -6
CC(=O)Nc1ccc(NS(=O)(=O)c2ccc(C)cc2)c([N+](=O)[O-])c1 | 106 | 106 | -3 | 71 | 0 | 96 | -10 | 10
COc1ccc(C)cc1S(=O)(=O)N(C)CC(=O)N1CCC(C)CC1 | 96 | 90 | 2 | 105 | -3 | 101 | -6 | -11
CC(=O)Nc1ccc(/C=N/NC(=S)NC(C)C)cc1 | 111 | 104 | -8 | 104 | 1 | 125 | 30 | 3
CC(C(=O)Nc1ccc(C(=O)O)cc1)N1C(=O)c2ccccc2C1=O (stereo not drawn) | 101 | 98 | 7 | 103 | 1 | 101 | 7 | 6
CCN(CC)S(=O)(=O)c1ccc2[nH]c(=O)cc(C(=O)Nc3ccc(C)cc3)c2c1 | 99 | 80 | 4 | 92 | 11 | 90 | -9 | 0
COc1ccc(/C=C/C(=O)OCC(=O)c2ccc3c(c2)NC(=O)CO3)c(OC)c1 | 101 | 110 | -5 | 108 | -2 | 105 | 9 | -11
CCOC(=O)c1nc(C)nc(Sc2n[nH]c(-c3cc(C(F)(F)F)cc(C(F)(F)F)c3)n2)c1C | 108 | 102 | -3 | 98 | 15 | 96 | -2 | 5
Cc1ccc2ccccc2c1COC(=O)c1nonc1N | 113 | 117 | 5 | 105 | -2 | 99 | -3 | 4
Cn1cc(SCC(=O)Nc2nccs2)c2ccccc21 | 100 | 102 | -1 | 77 | 16 | 89 | 4 | -5
O=[N+]([O-])c1ccccc1S(=O)(=O)Nc1ccc(-c2ccc(N3CCCC3)nn2)cc1 | 106 | 98 | 2 | 104 | 11 | 103 | 4 | 9
CC(C)Cc1cc(C(=O)Nc2c(F)cc(F)cc2Br)no1 | 105 | 95 | -2 | 90 | -2 | 93 | 14 | 6
COc1cc(C2NC(=O)C(C#N)=C(Nc3cccc(C)c3)S2)ccc1O (stereo not drawn) | 91 | 105 | -4 | 104 | 8 | 99 | -6 | -8
Cn1cccc1Cc1nnc(SCC(=O)NC2CCCC2)n1-c1ccc(F)cc1 | 110 | 91 | 2 | 100 | 1 | 102 | -5 | -5
CCOC(=O)c1c(CN2CCCCC2)oc2ccc(OC)cc12 | 97&100 | 93&97 | -1&-2 | 96&99 | 2&2 | 100&105 | -18&11 | -4&3
COCCOC(=O)C1=C(C)OC(N)=C(C#N)C1c1cc2cccc(C)c2nc1Cl (stereo not drawn) | 105 | 98 | -7 | 102 | 5 | 100 | -20 | 1
NC(=O)NC(=O)COC(=O)c1ccccc1Oc1ccccc1 | 99 | 108 | 3 | 110 | -1 | 105 | -4 | -19
O=C1CNC(=O)/C1=C/c1ccccc1 | 88 | 113 | 0 | 96 | -1 | 98 | -13 | -2
COC(=O)c1sccc1NC(=O)c1cc(-c2ccc(C)cc2)nc2ccccc12 | 94 | 97 | 8 | 102 | 13 | / | 2 | -4

Six of these compounds, reformatted.
canonical_smiles,LAP4-GFP MLPCN,CR mimetic SO,procasp3 activ,MEP2-GFP yeast,AHR act,RPL19A TOR yeast,GASC-1 inh,procasp7 counter
CC(C)Cc1cc(C(=O)Nc2c(F)cc(F)cc2Br)no1,105,95,-2,90,-2,93,14,6
CCN(CC)S(=O)(=O)c1ccc2[nH]c(=O)cc(C(=O)Nc3ccc(C)cc3)c2c1,99,80,4,92,11,90,-9,0
Cn1cccc1Cc1nnc(SCC(=O)NC2CCCC2)n1-c1ccc(F)cc1,110,91,2,100,1,102,-5,-5
COc1ccc(C)cc1S(=O)(=O)N(C)CC(=O)N1CCC(C)CC1,96,90,2,105,-3,101,-6,-11
Cc1ccc2ccccc2c1COC(=O)c1nonc1N,113,117,5,105,-2,99,-3,4
CC(C(=O)Nc1ccc(C(=O)O)cc1)N1C(=O)c2ccccc2C1=O (stereo not drawn),101,98,7,103,1,101,7,6

The listing continues:
SMILES | LAP4-GFP MLPCN | CR mimetic SO | procasp3 activ | MEP2-GFP yeast | AHR act | RPL19A TOR yeast | GASC-1 inh | procasp7 counter
CCOC(=O)N1CCN(Cc2nc3c(c(=O)[nH]c(=O)n3C)n2Cc2ccccc2C)CC1 | 100 | 99 | 2 | 103 | -1 | 108 | -1 | 1
CN(C)c1ccc(C(CNS(=O)(=O)c2cccc([N+](=O)[O-])c2)N2CCOCC2)cc1 (stereo not drawn) | 95 | 108 | 7 | 100 | 0 | 97 | 12 | 12
COCCC(=O)N1CCCC(C(=O)c2ccc3c4c(cccc24)CC3)C1 (stereo not drawn) | 98 | 97 | -8 | 99 | 5 | 97 | 0 | 7
O=C(/C(C=Nc1ccc(Br)cc1)=C(/O)c1ccco1)C(F)(F)F | 104 | 91 | -11 | 101 | 9 | 94 | 4 | -10
CC(C)CCNC(=O)NC(=O)COC(=O)CNC(=O)C1CCCCC1 | 96 | 100 | 8 | 105 | 2 | 102 | 5 | 10
O=C1CCN(Cc2ccccc2)CCN1CCO | / | / | 1 | / | 4 | / | -4 | -1
COc1ccccc1NC(=O)CSc1nnc(-c2ccncc2)n1CC1CCCO1 (stereo not drawn) | / | 91 | -5 | 121 | 1 | 97 | 3&-6 | -7
CC(C)=NN1C(=O)c2ccccc2NC1(C)C | 103 | 102 | 7 | 100 | 1 | 98 | 17 | 8
COC(=O)CCC(=O)OC1(C)C(=O)C2=CN(CCc3c[nH]c4ccccc34)C(c3ccc(OC)cc3)=CC2=C(Br)C1=O (stereo not drawn) | 96 | 91 | -5 | 100 | 27 | 96 | 4 | -8
CNC(=O)COC(=O)c1cccc(S(=O)(=O)N2CCN(c3ccc(F)cc3)CC2)c1 | 79 | 101 | 7 | ? | 0 | 98 | 4 | -2
NC1=NC(c2ccc(Br)cc2)n2c(nc3ccccc32)N1 (stereo not drawn) | 92 | 95 | -5 | 102 | 3 | 96 | 10 | 9
COCCNC(=O)C(=O)NCC1OCCN1S(=O)(=O)c1ccc(C)cc1 (stereo not drawn) | 107 | 102 | 6 | 99 | 2 | 93 | -8 | 0
CN(Cc1ccco1)C(=O)c1ccc(N2CCCC2=O)cc1 | 95 | 99 | -4 | 99 | 0 | 101 | 0 | 4
CN(C(=O)CSc1nncn1-c1ccccc1)C1CCS(=O)(=O)C1 (stereo not drawn) | 100 | 176 | 0 | 99 | 0 | 96 | 8 | -3
CC(C)=CCC/C(C)=C/C=N/NC(=O)c1ccccc1[N+](=O)[O-] | 96 | 98 | -1 | 102 | 0 | 96 | 4 | 5
COc1ccc(/C=C2/Sc3ccc(C(=O)NCCN4CCCCCC4)cc3NC2=O)cc1 | 102 | 113 | -2 | 98 | 1 | 102 | 23 | -2
Cc1ccc(S(=O)(=O)N2CCC(C(=O)NC3CC(C)(C)NC(C)(C)C3)CC2)cc1 | 92 | 101 | -4 | 91 | 0 | 94 | 5 | 7
COc1ccc(Cl)cc1NC(=O)C[n+]1cccc(C)c1 | ? | 106 | -6 | ? | 5 | ? | -10 | -3
CCn1c(=O)n(CC)c2cc(N3CCCC3)c(NC(=O)c3cc(Cl)ccc3OC)cc21 | 110 | 139 | -2 | 103 | 0 | 101 | -8 | 5
O=C(NCc1cc2ccccc2[nH]1)c1ccccc1F | 93 | 91 | 2 | 105 | 48* | 103 | 16 | 5
COc1ccc(C2=NOC(Cn3nc(C(=O)O)cc3-c3ccccc3)C2)cc1 (stereo not drawn) | 128 | 90 | 8 | 92 | 0 | 95 | -1 | 7
Cc1nn(C(=O)c2ccco2)c(C)c1Sc1ccc(Cl)cc1 | 94 | 92 | 10 | 97 | 0 | 101 | 3 | 0
COc1ccc(Cl)cc1N(CC(=O)Nc1ccccc1C(=O)N1CCCC1)S(C)(=O)=O | 95 | 100 | -1 | 99 | -3 | 101 | 4 | 12
O=C(CN1C2CCCC1CC(NC(=O)c1ccccc1)C2)Nc1ccccc1 (stereo not drawn) | 97 | 118 | 2 | 101 | 3 | 101 | 0 | 2
CCOc1cccc(-c2nnc3sc(COc4ccc(Cl)cc4)nn23)c1 | 103 | 101 | -2 | 106 | 5 | 101 | 21 | -4
O=C(CCCCCN1C(=O)[C@@H]2Cc3ccccc3CN2C1=O)Nc1ccccc1F | 96 | 105 | -1 | 98 | -3 | 102 | 1 | -4
CCOC(=O)c1c(C)nc2sc3c(=O)n(-c4ccc(C(C)=O)cc4)cnc3c2c1-c1ccc(OC)cc1 | 105 | 105 | 3 | 108 | 0 | 101 | 2 | -4

Single records, from the list above:
Shown for `COCCNC(=O)C(=O)NCC1OCCN1S(=O)(=O)c1ccc(C)cc1` (stereo not drawn) = LAP4-GFP MLPCN: 107; CR mimetic SO: 102; procasp3 activ: 6; MEP2-GFP yeast: 99; AHR act: 2; RPL19A TOR yeast: 93; GASC-1 inh: -8; procasp7 counter: 0
Shown for `CN(C(=O)CSc1nncn1-c1ccccc1)C1CCS(=O)(=O)C1` (stereo not drawn) = LAP4-GFP MLPCN: 100; CR mimetic SO: 176; procasp3 activ: 0; MEP2-GFP yeast: 99; AHR act: 0; RPL19A TOR yeast: 96; GASC-1 inh: 8; procasp7 counter: -3
